# Source: PubChem BioAssay
# PREPL inhibitor – inhibitors of human prolyl oligopeptidase-like enzyme PREPL | Q4J6C6 | recombinant PREPL, fluorescence polarization activity-based probe | inhibition, % at 5.96 µM | hit rate 0.68% among 320,000; in the data active means inhibition above about 43%;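 further: 0% = enzyme with DMSO and 100% = wells lacking enzyme; many of its hits are not listed in these tables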
# CTSL1 counter – counter-screen for PFM18AAP inhibitors: inhibitors of F. hepatica cathepsin L1; inhibition, % at 5.96 µM; recombinant F. hepatica cathepsin L1, Z-Leu-Arg-MCA fluorescence; hit rate 0.49% among 300,000;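 active means inhibition above the mean of all tested compounds plus 3 SD, set per screening campaign, cut at about 17% in these data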;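 further: 0% = plate median of test compound wells and 100% = 1 µM Z-Phe-Ala-diazomethylketone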
# TPT1 inh – blocks Candida albicans tRNA 2'-phosphotransferase. AID 1962. hit rate 0.81% among 300,000. inhibition, % at 5 µM. recombinant caTPT1, FP RNA substrate dephosphorylation;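 active means inhibition above the mean of all tested compounds plus 3 SD, set per screening campaign, cut at about 24% in these data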;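 further: plate controls were DMSO alone for no effect and ferristatin control at 100 nM for full effect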
# PP5 inh – inhibitors of human protein phosphatase 5 (PP5); P53041; purified PP5c, OMFP substrate fluorescence; inhibition, % at 6.7 µM; hit rate 0.18% among 320,000; AID 1987;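 active means inhibition above the campaign's mean inhibition across all tested compounds plus 3 SD, cut at about 9.5% in these data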;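 further: 0% = DMSO only and 100% = 100 µM cantharidin control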
# Target sequence (P53041 whole entry, looked up): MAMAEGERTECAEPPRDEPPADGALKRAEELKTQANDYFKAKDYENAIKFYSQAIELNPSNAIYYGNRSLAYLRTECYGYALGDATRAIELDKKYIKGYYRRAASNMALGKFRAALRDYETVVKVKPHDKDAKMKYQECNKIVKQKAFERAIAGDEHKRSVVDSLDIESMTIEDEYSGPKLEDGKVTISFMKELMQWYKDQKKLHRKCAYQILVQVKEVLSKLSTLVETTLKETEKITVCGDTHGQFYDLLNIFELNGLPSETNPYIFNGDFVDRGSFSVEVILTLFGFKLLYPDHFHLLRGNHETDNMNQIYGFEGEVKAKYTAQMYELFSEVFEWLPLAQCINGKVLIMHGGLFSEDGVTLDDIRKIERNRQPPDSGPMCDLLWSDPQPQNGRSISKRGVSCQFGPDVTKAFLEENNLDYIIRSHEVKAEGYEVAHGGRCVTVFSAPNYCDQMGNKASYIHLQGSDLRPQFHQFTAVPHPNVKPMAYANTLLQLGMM
# EBNA-1 inhibitor – blocks EBNA-1 binding to DNA; EBNA-1 DNA binding, fluorescence polarization; hit rate 0.34% among 300,000; inhibition, % at 14.8 µM; in the data active means inhibition above about 28%
# PP1 counter – counter-screen for PP5 inhibitors: inhibitors of human PP1-alpha | P62136 | purified PP1alpha, OMFP fluorescence | inhibition, % at 6.7 µM | hit rate 0.9% among 320,000;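 active means inhibition above the mean inhibition of all tested compounds plus 3 SD, computed separately for each screening campaign, cut at about 15% in these data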
# ZTA DNA inh – counter-screen for EBNA-1 inhibitors: inhibitors of Epstein-Barr virus ZTA. inhibition, % at 11 µM. P03206. hit rate 0.15% among 320,000. ZTA-DNA binding, fluorescence polarization; in the data active means inhibition above about 33%
# Target sequence (P03206 whole entry, looked up): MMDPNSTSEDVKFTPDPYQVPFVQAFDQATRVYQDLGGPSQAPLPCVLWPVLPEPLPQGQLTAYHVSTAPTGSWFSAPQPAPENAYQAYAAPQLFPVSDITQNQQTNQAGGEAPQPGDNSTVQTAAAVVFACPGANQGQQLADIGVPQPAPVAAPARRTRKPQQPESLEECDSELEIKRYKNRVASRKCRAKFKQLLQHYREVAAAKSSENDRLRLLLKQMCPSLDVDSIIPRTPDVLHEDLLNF
# Efflux pump inh – antifungal efflux pump inhibition, Nile Red retention | S. cerevisiae Candida pump triplex | inhibition, % at 10 µM | hit rate 0.44% among 330,000 | AID 485275;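 active means plate passing quality check with inhibition over a set limit, or well fluorescence over plate mean plus 4 SD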;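 further: Nile Red retained in pooled yeast measured as flow cytometry median fluorescence; 0% = buffer negative control and 100% = Enniatin B positive control; higher means more Nile Red kept so more efflux inhibition; some compounds called inactive have numbers as strong as hits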
# HCV core dimer – HCV core protein dimerization inhibition; inhibition, % at 5 µM; hit rate 0.33% among 300,000; TR-FRET GST/Flag-core106 dimerization, 1536-well;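 active means inhibition above the mean of all tested compounds plus 3 SD, set per screening campaign, cut at about 45% in these data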
#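 test system = GST/Flag-tagged HCV core106 proteins | probe or stimulus = Eu donor and XL665 acceptor anti-tag antibodies | times = compound-protein-antibody incubation 4 h at 22.5 °C | signal = TR-FRET, excitation 340 nm, emission 617 and 671 nm | measure = percent inhibition of core106 dimerization signal | controls = wells lacking GST-core106 and wells with excess unlabelled core106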
# * hit, by the source's call; . = not tested or not shown. These rows are one share of the data; the hit share may differ from the screen's.
SMILES,PREPL inhibitor,CTSL1 counter,TPT1 inh,PP5 inh,EBNA-1 inhibitor,PP1 counter,ZTA DNA inh,Efflux pump inh,HCV core dimer
O=C(NCC(=O)N1CCN(c2ccccc2F)CC1)c1ccc(Br)o1,13,3,0,0.1,-4,-4,5,0.1,-2
Cc1[nH]nc(NCCO)c1[N+](=O)[O-],1,3,-1,-1.3,1,1,-30,0.0,-6
O=C(CSc1nnc(-c2ccncc2)n1Cc1ccco1)c1ccc(Cl)cc1,17,-1,-1,2.6,2,2,-1,0.1,14
CCOC(=O)c1[nH]c2ccccc2c1NC(=O)Nc1ccc(OC)cc1,-3,0,-3,-0.7,4,7,16,0.1,5
O=C(CCCc1nc(-c2ccc(Cl)cc2)no1)NC1CCCC1,5,1,4,0.0,-7,-4,3,0.2,-1
CC12CCC(C(=O)Nc3ccccc3-n3cccc3)(CC1=O)C2(C)C (stereo not given),8,6,-1,1.4,4,-5,-9,-0.2,-13
CN(Cc1ccccc1)C(=O)CCC1CCN(S(=O)(=O)N(C)C)CC1,-1,-4,1,-1.4,6,4,7,0.0,2
Cc1onc(-c2c(F)cccc2Cl)c1C(=O)Nc1nnc(C(F)(F)F)s1,4,-1,0,0.4,8,-1,1,-0.4,0
CC(C)Cn1c(-c2ccncc2)n[nH]c1=S,22,1,-5,-1.5,11,-1,-3,-0.1,-1
Cc1cccc(Cn2cnc3c(nnn3Cc3ccc(F)cc3)c2=O)c1,-3,-5,-1,0.8,2,2,-8,0.0,5
COc1ccccc1-c1nc(C#N)c(N2CCN(c3cccc(Cl)c3)CC2)o1,17,-1,0,-1.8,-9,-6,-8,0.1,7
Cc1ccc(NC(=O)CNc2ccccc2CN(C)C2CCCCC2)cc1,-30,2,4,2.6,-8,1,-26,0.3,-5
CCCCNS(=O)(=O)c1ccc2nc(-c3cccnc3)cc(C(=O)NCC(OC)OC)c2c1,-7,-9,-3,-1.0,3,0,6,0.1,0
Cc1nc(SCC(=O)OCc2ccccc2)c2c(=O)n(C)c(=O)n(C)c2n1,17,2,1,0.9,-11,-2,2,0.3,6
CC(=O)c1cccc(Nc2cc(C)nc3c(C)cc(C)cc23)c1,42,6,1,-0.7,6,-3,21,0.2,4
CC1=CC(C)(C)N2C(=O)C3(C(C#N)=C(N)OC4=C3C(=O)CCC4)c3c(C)c(C)cc1c32 (stereo not given),1,-1,-2,1.9,7,-2,0,-0.2,2
N#Cc1c(C(F)(F)F)cc(-c2ccc(F)cc2)nc1SCC(=O)O,3,6,-3,0.0,10,-1,16,-0.1,7
O=C(NC(=S)NCCC1=CCCCC1)c1ccco1,-8,0,-3,-0.3,-6,-3,-4,-0.1,-1
COc1ccc(/C=C/C(=O)NC2CCCCCC2)cc1S(=O)(=O)N1CCOCC1,11,-1,3,2.4,-3,-2,-9,0.6,-2
COc1ccccc1N(C(=O)c1ccncc1)c1nc(-c2ccc([N+](=O)[O-])cc2)cs1,33,2,-1,3.0,-9,3,-5,-0.1,16

# Quoted from the listing:
# Under EBNA-1 inhibitor, `O=C(CCCc1nc(-c2ccc(Cl)cc2)no1)NC1CCCC1` reads -7
# Under CTSL1 counter, `N#Cc1c(C(F)(F)F)cc(-c2ccc(F)cc2)nc1SCC(=O)O` reads 6
# Under Efflux pump inh, `COc1ccc(/C=C/C(=O)NC2CCCCCC2)cc1S(=O)(=O)N1CCOCC1` reads 0.6
# Under ZTA DNA inh, `CC12CCC(C(=O)Nc3ccccc3-n3cccc3)(CC1=O)C2(C)C` (stereo not given) reads -9
# Under PP5 inh, `CC1=CC(C)(C)N2C(=O)C3(C(C#N)=C(N)OC4=C3C(=O)CCC4)c3c(C)c(C)cc1c32` (stereo not given) reads 1.9
# Under EBNA-1 inhibitor, `COc1ccccc1N(C(=O)c1ccncc1)c1nc(-c2ccc([N+](=O)[O-])cc2)cs1` reads -9

# Quoted at random: 4 compounds from above
SMILES,PREPL inhibitor,CTSL1 counter,TPT1 inh,PP5 inh,EBNA-1 inhibitor,PP1 counter,ZTA DNA inh,Efflux pump inh,HCV core dimer
O=C(CCCc1nc(-c2ccc(Cl)cc2)no1)NC1CCCC1,5,1,4,0.0,-7,-4,3,0.2,-1
CC1=CC(C)(C)N2C(=O)C3(C(C#N)=C(N)OC4=C3C(=O)CCC4)c3c(C)c(C)cc1c32 (stereo not given),1,-1,-2,1.9,7,-2,0,-0.2,2
CC(C)Cn1c(-c2ccncc2)n[nH]c1=S,22,1,-5,-1.5,11,-1,-3,-0.1,-1
Cc1cccc(Cn2cnc3c(nnn3Cc3ccc(F)cc3)c2=O)c1,-3,-5,-1,0.8,2,2,-8,0.0,5

# Continued.
SMILES,PREPL inhibitor,CTSL1 counter,TPT1 inh,PP5 inh,EBNA-1 inhibitor,PP1 counter,ZTA DNA inh,Efflux pump inh,HCV core dimer
Cc1cccc(N2CCN(C(=O)c3c(-c4ccccc4)noc3C)CC2)c1C,7,-2,-1,1.7,8,1,1,-0.1,5
COc1ccccc1N1CCN(C2CCCN(S(=O)(=O)c3cccc(Cl)c3)C2)CC1 (stereo not given),33,-2,4,3.4,6,1,15,-0.1,3
COc1ccc(CNC(=O)CSc2nc(-c3ccccc3)cc(-c3cccs3)c2C#N)cc1,-4,1,2,1.1,-3,8,5,0.1,7
Cc1ccc(NC(=O)CC2S/C(=N/c3nccs3)N(C)C2=O)c(C)c1 (stereo not given),4,2,-4,2.2,4,5,-9,0.0,-1
CCOc1ccc(C2c3[nH]c4ccccc4c3CCN2C(=O)Cn2cncn2)cc1 (stereo not given),2,-1,-9,0.8,-6,6,-30,0.0,1
COc1cccc(/C=C2\SC(=S)N(CCCC(=O)N(CCO)c3ccccc3)C2=O)c1,26,1,8,3.7,7,6,-2,0.0,4
O=C(CCNS(=O)(=O)c1ccc2c(c1)CCC(=O)N2)Nc1ccc(F)c(F)c1,-5,-4,-2,2.4,-1,-9,6,0.1,7
COc1ccccc1C(=O)NC1CC(C)(C)NC(C)(C)C1,-4,-1,-4,-0.9,9,-5,5,0.0,9
CC(C)N(C#N)c1nc(N2CCOCC2)nc(N2CCOCC2)n1,5,-1,0,2.5,5,2,-14,0.3,-1
Cn1ccnc1SCc1nc2c(cnn2-c2ccccc2)c(=O)[nH]1,5,-5,3,-0.8,10,-1,17,0.0,2
COc1ccc2c(CC(=O)N3CCc4cc(OC)c(OC)cc4C3)coc2c1,8,-2,4,2.3,-15,1,-7,0.0,13
CCOC(=O)CSC1=C(C#N)C(c2ccc3c(c2)OCO3)CC(=O)N1 (stereo not given),0,-1,0,2.2,10,-3,8,0.2,8
O=C(NNC(=O)c1ccccc1Br)c1ccc(Cl)cc1,3,-2,1,-2.6,3,-5,12,-0.2,-2
COC(=O)Nc1ccc(S(=O)(=O)N2c3ccccc3CCC2C)cc1 (stereo not given),-1,-6,2,5.9,-2,-3,-1,0.1,-2
CC(=O)c1ccc(C(=O)N2CCCC(C(=O)c3ccc(Cl)cc3)C2)s1 (stereo not given),5,0,-3,1.6,-9,-2,7,0.0,-1
Cc1ccc(-c2csc(C3=C(O)CN(NC(=O)c4ccco4)C3=N)n2)cc1,3,1,1,-1.4,-4,-2,8,0.0,-1
COC(=O)[C@@]12CCCN1[C@H](c1ccc(-c3ccc(F)cc3)cc1)[C@H]1C(=O)N(C)C(=O)[C@H]12,18,-4,-4,0.2,1,-2,4,-0.2,-11
CC(C)CC(OC(=O)c1cccs1)C(=O)NCc1ccco1 (stereo not given),2,3,3,-0.4,1,-1,3,0.1,49*
CCOC(=O)c1sc2nc(CSc3ccccc3)nc(N3CCCN(C)CC3)c2c1C,2,-3,3,2.1,3,5,10,0.2,-3
COc1ccc(C(=O)NC(=S)Nc2ccc3oc(=O)ccc3c2)cc1[N+](=O)[O-],47*,6,-1,2.8,10,10,9,0.0,22
CCCC(=O)Nc1c(-c2cccc(C)c2)c(=O)c2ccccc2n1C,8,-2,-1,-1.7,15,0,6,-0.2,-3
COc1ccc(N=Nc2cc(C)ccc2O)cc1,11,5,3,-0.5,-11,-4,9,-0.1,-6
CCOC(CNC(=O)c1cccc([N+](=O)[O-])c1)OCC,2,38*,2,-0.1,8,0,3,-0.1,-3
COc1ccccc1N1CCN(Cc2nc(N)nc(Nc3ccc(C)c(Cl)c3)n2)CC1,29,-2,0,5.3,-17,6,-19,0.1,2
C=CCc1cccc2cc(C(=O)Nc3ccc(F)cc3)c(=O)oc12,5,1,-2,-1.4,5,-3,2,0.0,8
Cc1ccc(NC(=O)c2cc3ccccc3cc2O)cc1,16,-3,-9,0.2,-13,0,-9,-0.1,-2
Cc1[nH]n(-c2ccc(F)cc2)c(=O)c1/C=N/c1sc2c(c1C#N)CCCC2,2,0,3,1.8,2,1,-10,0.0,-2
c1ccc(Cc2nn3c(C4COc5ccccc5O4)nnc3s2)cc1 (stereo not given),-11,-1,-1,2.5,5,1,-19,-0.1,-3
Cn1sccc1=O,-12,1,0,2.8,7,-2,-5,0.1,-10
COc1ccc(OC)c(C(=O)c2ccc(C(=O)Nc3ccc(NC(C)=O)cc3)cc2)c1,6,-3,0,5.4,2,-2,15,0.0,0
CC(C)(C)C(=O)Nc1ccccc1C(=O)Nc1ccccn1,3,-1,4,4.9,-9,1,-4,0.1,-2
CCCc1cc(-n2ccnc2)n2c(nc3ccccc32)c1C#N,15,1,118*,-4.0,-2,0,5,-0.2,4
O=C(c1cccs1)c1no[n+]([O-])c1C(=O)c1cccs1,2,12,1,-1.7,5,2,1,0.9*,15
CC1Cc2nc(SCC(=O)OCc3ccccc3)n(C)c(=O)c2S1 (stereo not given),20,2,-2,1.3,-5,0,-3,-0.1,-1
O=C(CCN1CCOCC1)Nc1ccc2c(c1)N(C(=O)CN1CCOCC1)c1ccccc1CC2,-32,-3,-1,3.4,3,3,-3,0.0,5
O=C(CSc1nc2ccccc2c(=O)n1NC(=O)c1ccccc1)c1ccccc1,-24,3,0,0.9,-5,1,2,0.0,2
COc1ccccc1N(C)S(=O)(=O)c1ccc(C(=O)NCC2CCCCC2)cc1,1,.,.,4.0,.,-4,-14,0.1,.
CCn1c(Cc2ccccc2)nnc1SCC(=O)Nc1ccc(N)cc1,19,3,-1,-1.9,4,-2,-15,-0.2,-3
O=C(Nc1nccs1)c1cc(S(=O)(=O)N2CCCCC2)ccc1Cl,-1,0,0,1.1,6,1,21,0.0,5
Cc1cc2c(cc1C)N(Cc1ccccc1)C1=NCCCN12,-2,4,3,-0.4,3,4,0,-0.2,-3
Cc1c(N=Cc2c(O)n(C3CCCCC3)c(=O)[nH]c2=O)c(=O)n(-c2ccccc2)n1C,0,6,18,-2.8,-5,-3,-2,-0.1,-1
